GLP-1R agonist: agonists of human GLP-1 receptor. P43220. HEK293 GLP-1R CRE-luciferase, luminescence, 4-6 h; cells express a hypersensitive GLP-1R form. Potency, µM (doses to about 45.6 µM), without a hit: top-dose activation, actives largely listed as activators. hit rate 0.007% among 380,000; note: % of control where 0% means no effect
Target sequence (P43220 whole entry, looked up): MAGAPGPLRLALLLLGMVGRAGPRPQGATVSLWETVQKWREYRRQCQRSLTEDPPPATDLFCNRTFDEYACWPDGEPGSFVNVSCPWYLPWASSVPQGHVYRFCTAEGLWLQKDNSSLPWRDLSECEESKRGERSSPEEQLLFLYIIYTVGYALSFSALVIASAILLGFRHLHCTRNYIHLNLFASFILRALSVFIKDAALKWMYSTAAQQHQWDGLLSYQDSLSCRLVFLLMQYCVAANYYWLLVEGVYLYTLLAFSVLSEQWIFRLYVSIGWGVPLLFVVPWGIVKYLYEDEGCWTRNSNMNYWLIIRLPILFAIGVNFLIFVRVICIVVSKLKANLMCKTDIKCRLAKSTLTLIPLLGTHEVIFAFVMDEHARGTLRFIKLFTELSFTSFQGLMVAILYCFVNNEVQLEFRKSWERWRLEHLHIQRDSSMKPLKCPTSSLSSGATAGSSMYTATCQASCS
HT1080-NT tox: kills 2HG-producing HT-1080-NT fibrosarcoma cells | hit rate 1.6% among 360,000 | HT-1080-NT fibrosarcoma viability, CellTiter-Glo ATP luminescence, 48 h | Potency, µM (doses to about 46.1 µM), for the others: at the highest dose activity, negative = less viability, usual class: cytotoxic;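 note: NT is the 2HG producing partner of a matched IDH1 knockdown line; 0% = DMSO-treated cells and -100% = media-only wells without cells; nearly all actives have a fitted effect of over 55% in size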
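HT-1080-NT; 750 cells/well; 5% FBS RPMI; 48 h compound, 37 degrees C; CellTiter-Glo luminescence; curve fitting and curve-class assignment.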
KB-3-1 tox: KB-3-1 parental cell cytotoxicity; hit rate 1.4% among 400,000; Potency, µM (titrated, usually from 46.1 µM), for inactives: top-dose activity change, negative = cytotoxic, actives largely listed as cytotoxic; KB-3-1 viability, CellTiter-Glo ATP luminescence, 72 h; note: % is set by controls: 0 for no effect and ±100 for the full control effect; nearly all actives have a fitted effect of over 60% in size
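KB-3-1 cells, DMEM (no phenol red) + 10% FBS; compound by pin transfer, 72 h, 37 °C. Readout: CellTiter-Glo luminescence after 10 min. Data normalized, curve-fitted.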
GLP1R cytotox: cytotoxic in the GLP-1 receptor inverse agonist counter-screen; Potency, µM (highest dose often 38.3 µM), inactives show at the top dose activity change, negative = inhibition, actives largely listed as inhibitors; AID 624418; HEK293 cAMP-luciferase reporter cells, luminescence, 24 h; hit rate 0.13% among 410,000;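 note: loss of luciferase light is scored as toxicity; % is set by controls: 0 for no effect and ±100 for the full control effect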
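A 23 nL compound transfer followed 12 hours of cell culture at 37 deg C; exposure then lasted 24 hr. Luciferase assay detection reagent was dispensed and plates read for luminescence after a 12 min room-temperature wait.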
TDP43 rescue: inhibitors of TDP-43 toxicity in yeast. hit rate 1.8% among 410,000. Potency, µM (top dose mostly 46.1 µM), for the others: at the top dose growth rescue (activation), hits mostly activators. TDP-43 expressing yeast growth rescue, BacTiter-Glo, 24 h; note: % of control where 0% means no effect; nearly all actives have a fitted effect of over 50% in size
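Growth rescue of TDP-43-toxic yeast measured as ATP luminescence (BacTiter-Glo). Cells grown to mid-log in raffinose, induced in galactose at OD600=0.02, exposed to compound 24 hr at 30 deg C.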
HT1080 IDH1KD tx: kills HT-1080 cells with IDH1 knockdown. HT-1080 IDH1 knockdown viability, ATP luminescence, 48 h. Potency, µM (titrated, usually from 46.1 µM), for the others: top-dose activity, negative = toxicity, usual class: cytotoxic. hit rate 2% among 360,000;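 note: 0% = DMSO wells and -100% = cell-free medium wells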
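Cytotoxicity counter-line: IDH1KD HT-1080, 48 h, CellTiter-Glo. Curves classed by r2, magnitude and activity.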
SW480 rereplic: DNA re-replication induction in SW480 cells | SW480 DNA re-replication, Hoechst DNA content imaging, 48 h | Potency, µM (top dose mostly 46.1 µM), without a hit: at the top dose re-replication activation, most hits filed as activators | hit rate 1.8% among 340,000; note: % of control where 0% means no effect; nearly all actives have a fitted effect of over 55% in size
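Quantitative HTS format with DMSO vehicle controls; 48 hr drug incubation at 37 C, then 40 min Hoechst staining and scanning imager measurement at 405 nm excitation.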
GLP-1R inv ag: GLP-1 receptor (human) inverse agonism. P43220. hit rate 1.6% among 410,000. HEK293 GLP-1R CRE-luciferase, luminescence, 24 h; GLP-1R form is constitutively active. Potency, µM (highest dose often 38.3 µM), for the others: at the top dose activity change, negative = inhibition, hits mostly inhibitors. AID 624417; note: % is set by controls: 0 for no effect and ±100 for the full control effect; nearly all actives have a fitted effect of over 55% in size
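HEK293 cells stably co-expressing constitutively active GLP-1R and a cAMP-responsive luciferase reporter were seeded in DMEM with 10% Nu serum, given compounds after 12 h, and incubated 24 h at 37 deg C. Luminescence was then read.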
KB-V1 cytotox: KB-V1 MDR subline cytotoxicity; KB-V1 MDR cells viability, CellTiter-Glo, 72 h; Potency, µM (highest dose often 46.1 µM), without a hit: at the top dose activity change, negative = cytotoxicity, actives largely listed as cytotoxic; hit rate 3.4% among 400,000; AID 1347076; note: % is set by controls: 0 for no effect and ±100 for the full control effect; nearly all actives have a fitted effect of over 60% in size
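Compound-treated KB-V1 multidrug-resistant cells, 72 h, 37 degrees C; viability by CellTiter-Glo. Fitted qHTS curves give the values.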
Starred values were filed as active, the others as inactive; u = inconclusive; x = not tested or not shown; [ ] = dose if it differs, or a comment. Calls come from the whole dose curve; as a rule, active = well fitted curve in the direction sought with a large enough effect; inconclusive = small, poorly fitted or top-dose-only effect, or another doubt; inactive = no such curve, though single readings can be large; an effect the other way counts as inactive or inconclusive. Potency is the fitted concentration of half-maximal effect.

SMILES	KB-V1 cytotox	GLP1R cytotox	HT1080-NT tox	KB-3-1 tox	GLP-1R agonist	SW480 rereplic	GLP-1R inv ag	HT1080 IDH1KD tx	TDP43 rescue
O=C(NNC(=O)c1cccc2ccccc12)c1cccc(Cl)c1	-5%	-5%	0%	4%	-1%	-6%	-12%	-7%	u
O=C(Cn1c(=O)n(Cc2ccco2)c(=O)c2oc3ccccc3c21)Nc1ccc(F)c(Cl)c1	u	-4%	x	-21%	x	x	5%	x	13%
CC(C)CC(=O)Nc1nnc(CCc2ccccc2)s1	-12%	4%	5%	-4%	-7%	-6%	-2%	0%	18%
CCN(CC(=O)NCc1cccs1)CC(=O)Nc1ccc(C(N)=O)cc1	14%	1%	4%[9.24 µM]	7%	0%	-10%	13%	-1%	15%
O=C(Cn1c(-c2ccccc2)c[n+]2ccsc12)c1ccc([N+](=O)[O-])cc1	3%	18%	u	21µM*	2%	4%	u	u	22%
CCCCn1c(N)c(N(CC(C)C)C(=O)C2CC(=O)N(c3ccc(CC)cc3)C2)c(=O)[nH]c1=O (stereo not drawn)	-1%	5%	5%	2%	-15%	3%	4%	5%	15%
O=C(Nc1ccc(NC(=O)C2CCCCC2)nc1)c1ccco1	2%	-1%	18%	27%	4%	1%	0%	16%	0%
COc1ccccc1NC(=O)Cc1nnc(SCC(=O)c2ccccc2)n1C	-5%	-2%	4%	19%	-1%	-2%	-11%	10%	21%
COc1ccc(S(=O)(=O)N2CCCC(C(=O)NC3CC3)C2)cc1OC (stereo not drawn)	0%	-5%	5%	6%	12%	u	0%	4%	-9%
CSc1nc2nccc(-c3ccc(Cl)cc3)n2n1	-9%	-1%	-6%	0%	-1%	-4%	27%	-4%	-8%
O=C(OCc1cc2ccccc2[nH]c1=O)c1ccco1	18%	3%	0%	-14%	4%	-2%	4%	13%	-19%
COc1cccc(C(c2c(C)[nH]n(-c3ccccc3)c2=O)c2c(C)[nH]n(-c3ccccc3)c2=O)c1OC	-41%	8%	-2%	3%	-15%	1%	10%	-10%	-6%
COc1ccc(C(=O)NC(C)c2ccc(-n3ccnc3)cc2)c(OC)c1 (stereo not drawn)	0%	-5%	9%	-9%	12%	-7%	60%[activator]	-3%	2%
Cc1ccc(/C=C(\NC(=O)c2ccccc2)C(=O)NCCN2CCOCC2)o1	9%	2%	-10%	0%	-4%	-2%	3%	6%	14%
Cc1cc(C)n(-c2nc(-c3cccc(Cl)c3)cs2)n1	-8%	-5%	-5%	2%	16%	u	-6%	-8%	26%
O=C(CCc1nc(CN2CCN(S(=O)(=O)c3ccc(Cl)cc3)CC2)no1)N1CCCCC1	0%	4%	x	11%	x	x	-7%	x	0%
CCOC(=O)CN1C2=NCCN2c2ccccc21	22%	8%	7%	8%	0%	-1%	0%	3%	5%
O=C(O)C1CC=CCC1C(=O)N1CC=C(c2ccccc2)CC1 (stereo not drawn)	u	-8%	-5%	-6%	-1%	-1%	-26%	11%	-16%
O=C(O)COCC(=O)Nc1ccc2c(c1)ncn2CCc1ccccc1	14%	-7%	7%	8%	-1%	-8%	26%	7%	13%
COC(=O)CSc1ncnc2scc(-c3ccccc3)c12	-2%	-6%	-23%	-5%	u	u	-9%	-7%	14%
COCCNC(=O)CN(C(=O)CCC(=O)Nc1cc(C)on1)c1cccc(C)c1C	0%	-10%	11%	2%	-6%	-3%	4%	11%	-10%
NC(=O)c1cccnc1Oc1ccc(Cl)cc1	20%	-15%	3%	4%	10%	16%	3%	4%	14%
Cc1ccc(C)c(COC(=O)c2cc([N+](=O)[O-])ccc2N2CCOCC2)c1	u	-19%	u	-8%	u	4%	u	u	16%
Cc1ccc(OCc2ccc(C(=O)Nc3nccs3)o2)cc1	1%	1%	1%	-3%	2%	7%	2%	-6%	5%
Cc1sc2ncn(CC(=O)N3CCN(c4ccccc4F)CC3)c(=O)c2c1S(=O)(=O)N1CCOCC1	-5%	1%	10%	-3%	3%	-15%	10%	1%	-25%
O=C(CC(O)c1ccccc1)Nc1ccccn1 (stereo not drawn)	-20%	0%	3%	3%	-6%	-1%	0%	15%	24%
CN(c1cccc(NC(=O)CN(c2cccc(Cl)c2)S(=O)(=O)c2ccccc2)c1)S(C)(=O)=O	-24%	-7%	u	u	0%	-5%	u	-27%	10%
CCOCCCNC(=O)C1CCCN(c2ncnc3onc(C)c23)C1 (stereo not drawn)	-1%	3%	x	-24%	x	x	-9%	x	12%
O=C(CSc1nnc(-c2ccccc2F)o1)NC1CC1	13%	0%	13%	22%	-7%	-24%	1%	14%	6%
CC(C)(C)NC(=O)c1ccc2nc(CCc3ccccc3)oc2c1	-20%	15%	x	-12%	x	x	-16%	x	5%
CN(C)c1ccc(N=Nc2ccc(S(=O)(=O)O)cc2)c2ccccc12	15%	u	2%	0%	4%	-194%	41%[activator]	0%	3%
COCc1nc2ccccc2n1CCCOc1ccccc1	0%	-6%	5%	2%	13%	3%	u	5%	25%
C[C@H]1CN([C@@H](C)CO)C(=O)CCCn2nncc2CO[C@H]1CN(C)S(=O)(=O)c1ccccc1F	27%	-15%	-2%	15%	1%	x	20%	12%	0%
CCCn1nnnc1COc1ccc(C(N)=O)cc1	-3%	5%	3%	17%	-3%	2%	13%	3%	3%
Cc1cc(C(=O)N[C@H](c2ccccc2)[C@@]2(C)C[C@@H]2[C@@H](C)C(=O)Nc2ccc3ccccc3c2)no1	u	-5%	-4%	u	4%	u	u	-2%	14%
C=CCC(C#Cc1ccc(C)cc1)N(CC)CC (stereo not drawn)	16%	2%	14%	9%	-17%	4%	1%	22%	23%
O=C(Nc1ccc(F)cc1F)c1ccccc1NC(=O)C1CC=CCC1C(=O)O (stereo not drawn)	u	-2%	9%	9%	-2%	-4%	1%	8%	-12%
Cc1ccc(S(=O)(=O)N2CCCCC2)cc1NC(=O)Cn1cnc2c1c(=O)n(C)c(=O)n2C	13%	5%	2%	-8%	-9%	0%	3%	3%	15%
CCOc1ccc(CN2C(=O)c3ccccc3Sc3ccc(C(=O)NCc4ccco4)cc32)cc1	-3%	-1%	x	1%	-1%	x	u	x	2%
CCN(CC)CCCn1c(=S)[nH]c2cc(OC)c(OC)cc2c1=O	-18%	-12%	-11%	0%	-6%	2%	0%	-20%	-8%
O=C1c2[nH]nc(-c3ccccc3O)c2C(c2cccc(OCc3ccccc3)c2)N1CCO (stereo not drawn)	4%	-9%	x	4%	x	x	-2%	x	7%
CCn1cc2nc(SCc3ccc(C)cc3)n(CCc3ccccc3)c(=O)c2n1	6%	-5%	x	5%	x	x	u	x	20%
O=C1CN(C(=O)COc2ccc(Br)cc2)c2ccccc2N1	u	-3%	-1%	15%	2%	-1%	-32%	2%	-9%
CCC1(C)CC(=O)c2c(ccc3oc(C(=O)Nc4ccc(C(C)=O)cc4)c(C)c23)O1 (stereo not drawn)	-20%	-6%	x	-13%	x	x	-12%	x	25%
Cc1nn2c(=O)cc(COC(=O)c3ccc(S(=O)(=O)N4CCCCC4)cc3)nc2s1	-2%	8%	8%	-3%	1%	-4%	0%	3%	-8%
Cc1ccc(C)c2c1cc(C)c1nnc(SCc3ccccn3)n12	-21%	4%	6%	5%	13%	-18%	26%	-1%	11µM*
Cc1ccc(C)c(C(=O)CSc2nc(-c3ccccc3)nc3c2CCCC3)c1	0%	6%	x	-3%	-1%	x	29%	x	18%
O=C(COC(=O)COc1ccccc1Cl)Nc1ccccc1OC(F)F	5%	-14%	18%	3%	-9%	0%	13%	17%	6%
CCOC(=O)CC1=CC(C)(CC(=O)OCC)C(C#N)(C#N)C(N)=C1C#N (stereo not drawn)	-1%	6%	-7%	9%	2%	0%	-10%	1%	-16%
Cc1ccc(NC(=O)c2ccc([N+](=O)[O-])s2)cc1S(=O)(=O)N1CCOCC1	0%	-26%	u	18µM*	11%	u	21%	21µM*	2%

Of the compounds above, 3 contain a nitro group on carbon.
SMILES	KB-V1 cytotox	GLP1R cytotox	HT1080-NT tox	KB-3-1 tox	GLP-1R agonist	SW480 rereplic	GLP-1R inv ag	HT1080 IDH1KD tx	TDP43 rescue
O=C(Cn1c(-c2ccccc2)c[n+]2ccsc12)c1ccc([N+](=O)[O-])cc1	3%	18%	u	21µM*	2%	4%	u	u	22%
Cc1ccc(C)c(COC(=O)c2cc([N+](=O)[O-])ccc2N2CCOCC2)c1	u	-19%	u	-8%	u	4%	u	u	16%
Cc1ccc(NC(=O)c2ccc([N+](=O)[O-])s2)cc1S(=O)(=O)N1CCOCC1	0%	-26%	u	18µM*	11%	u	21%	21µM*	2%

Following part:
SMILES	KB-V1 cytotox	GLP1R cytotox	HT1080-NT tox	KB-3-1 tox	GLP-1R agonist	SW480 rereplic	GLP-1R inv ag	HT1080 IDH1KD tx	TDP43 rescue
O=C(O)c1ccccc1NCc1ccsc1	18%	22%	19%	1%	7%	5%	6%	22%	-23%
OC(c1ccccc1)c1ncc(-c2cccc(OCc3ccccc3)c2)[nH]1 (stereo not drawn)	-20%	-3%	u	0%	7%	x	u	u	u
COc1cccc(C(=O)Nc2ccc(N3CCN(S(C)(=O)=O)CC3)cc2)c1	-10%	2%	15%	-12%	-2%	-5%	-9%	6%	-13%
S=C(NCc1ccccc1Cl)NC1CCCC1	u	u	-5%	-9%	6%	-1%	u	-29%	9%
O=C(Nc1ccc(Cl)c(C(F)(F)F)c1)C1CCN(S(=O)(=O)c2cccc3nonc23)CC1	10%	-14%	x	-18%	-4%	x	u	x	19%
Cc1nnc2sc(SCc3cccc(Cl)c3)nn2c1=O	4%	-3%	-17%	30%	0%	-3%	-26%	-21%	u
Cc1cccc(C)c1Nc1c(-c2cccs2)nc2ncccn12	15%	42%[activator]	x	-4%	-1%	x	-20%	x	24%
Cc1ccc(NC(=O)CCc2nc3cccnc3n2-c2ccccc2)cc1	-26%	2%	x	4%	x	x	6%	x	u
